MgcRacGAP inhibition: MgcRacGAP GTPase-activating activity inhibitors, confirmation, biochemical, ADP Hunter fluorescence; MgcRacGAP-stimulated Rac1 GTP hydrolysis, ADP Hunter fluorescence; higher % means a stronger effect; GST-tagged Rac1 F28L mutant substrate; inhibition, % at 30 µM; hits with a dose series show IC50 in µM; 0.6% of 340,000 active; AID 624330;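 active means first-screen hits whose inhibition reached a set limit at any dose in the follow-up dose series; inconclusive means inhibition above the set first-screen limit but never retested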;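 further: fluorescence reports GDP produced by GAP-driven GTP hydrolysis; strong numbers were not always called active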
PhoP inhibition: inhibitors of PhoP regulon expression, primary screen, Salmonella Typhimurium, GFP reporter (AID 1863) | 0.16% of 300,000 active | one-dose inhibition, % at 50 µM; IC50 in µM for titrated hits | S. Typhimurium PhoP-regulated promoter GFP reporter, 4 h; higher % means a stronger effect;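 active means inhibition over 29.93%, a cutoff 3 SD above the screen mean, later confirmed by dose response; inconclusive means inhibition over 29.93% but no dose response follow-up; inactive means inhibition at most 29.93% or unconfirmed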;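 further: 0% = low Mg2+ inducing control and 100% = high Mg2+ repressing control; strong numbers were not always called active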
Large T inhibition: TAg ATPase/helicase activity blockers – biochemical (AID 1903); SV40 large T antigen ATPase/helicase inhibition assay; higher % means a stronger effect; inhibition, % at 20 µM; hits with a dose series show IC50 in µM; 0.39% of 310,000 active; in the data active means a potency from the dose series; inconclusive means inhibition mostly from about 32% at the one dose, without a potency; inactive means the rest, 99 in 100 with inhibition below about 32%; further: strong numbers were not always called active
K1F lysis inhibition: protection from phage-mediated lysis, alamar blue read-out – E. coli UTI89, K1F phage, bacterial capsule biogenesis inhibitors (AID 488966) | E. coli UTI89 K1F phage lysis, alamar blue, 2 h; higher % means a stronger effect | inhibition, % at 100 µM; hits with a dose series show IC50 in µM | 0.02% of 340,000 active;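 active means phage lysis inhibition, versus mean bacterial control, above a set limit; inconclusive means no clear call, values can overlap the other calls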;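 further: capsule biogenesis inhibitors block K1F phage lysis so surviving cells raise fluorescence; higher fluorescence means more inhibition of phage lysis; actives were called in the ten point dose series up to 300 µM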
HIV fusion peptide: inhibitors of HIV fusion peptide binding, primary screen, biochemical, uHTS, fluorescence dequenching (AID 1986); 0.3% of 290,000 active; inhibition, % at 20 µM; hits with a dose series show IC50 in µM; cell-free peptide binding, fluorescence dequenching, 30 min; higher % means a stronger effect; in the data active means inhibition mostly above about 52%, no sharp cut-off; inactive means mostly below about 76%; further: some results filed as inactive read as strong as hits
RSV CPE inhibition: inhibition of RSV-induced cytopathic effect – HEp-2 cells, primary 10 µM value included (AID 2391); HEp-2 cells, RSV-induced CPE inhibition; higher % means a stronger effect; CPE inhibition, % at 10 µM; hits with a dose series show IC50 in µM; 0.13% of 310,000 active; in the data active means a potency from the dose series; inconclusive means CPE inhibition mostly from about 23% at the one dose, without a potency; inactive means the rest, 99 in 100 with CPE inhibition below about 21%; further: strong numbers were not always called active
GPR55 antagonists: GPR55 antagonists blocking LPI-driven arrestin recruitment, primary screen, imaging, U2OS, beta-arrestin-GFP, LPI agonist (AID 2013). 0.13% of 290,000 active. inhibition, % at 10 µM, or IC50 in µM where a hit was titrated. U2OS GPR55 beta-arrestin-GFP translocation imaging, LPI antagonism; higher % means a stronger effect;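 active means spots per cell inhibited over 60%, with over 100 cells counted and total cytoplasm intensity under 500,000; inconclusive means wells with under 100 cells, flagged as likely toxic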;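 further: U2OS cells stably carrying GPR55 and arrestin-GFP stimulated by 5 µM LPI near EC80; imaged beta-arrestin-GFP aggregate spots per cell after agonist stimulation; plate controls were LPI-stimulated DMSO wells for no effect and DMSO wells without LPI for full effect; some results filed as inactive read as strong as hits; confirmed hits need IC50 under 10 µM and bright autofluorescent wells are also inconclusive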
Dengue-2 NS5 capping: flavivirus cap methylation enzyme inhibition – biochemical, confirmation dose response, primary screen (AID 588689); inhibition, % at 25 µM; hits with a dose series show IC50 in µM; Dengue-2 NS5 methyltransferase capping enzyme assay, biochemical; higher % means a stronger effect; 0.3% of 340,000 active; in the data active means a potency from the dose series; inconclusive means inhibition above about 29% without an active follow-up result
GPR35 arrestin U2OS: GPR35 antagonists blocking zaprinast-driven arrestin recruitment, primary screen, imaging, U2OS, beta-arrestin-GFP, zaprinast agonist (AID 2058); U2OS GPR35 beta-arrestin-GFP translocation imaging, zaprinast antagonism; higher % means a stronger effect; inhibition, % at 10 µM, or IC50 in µM where a hit was titrated; 0.052% of 290,000 active;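 active means inhibition of at least 50% with at least 30 cells and total cytoplasm GFP at most 10,000,000; inconclusive means under 30 cells or total GFP of 10,000,000 plus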
* hit, by the source's call; ? = inconclusive; . = not tested or not shown; [ ] = another dose, or the depositor's remark.

Molecule | Dengue-2 NS5 capping | PhoP inhibition | RSV CPE inhibition | GPR35 arrestin U2OS | K1F lysis inhibition | GPR55 antagonists | Large T inhibition | HIV fusion peptide | MgcRacGAP inhibition
COc1ccc(-n2c(O)c(/C=N/n3cnnc3)c3ccccc3c2=O)cc1 | 10.6% | -1.7% | -1.4% | 1.7% | 0.2% | 7.1% | 21.3% | -1.0% | 27.8%
CCC(c1nnc(SCC(=O)N(C)c2ccccc2)n1Cc1ccccc1)N(C)C (centres undefined) | 2.6% | 4.9% | 0.7% | -6.1% | 0.1% | 6.2% | 13.8% | 2.1% | 6.2%
COCCN1C=C2C(=O)C(C)(OC(=O)C3CCCC3)C(=O)C(c3ccccc3)=C2C=C1CCCC(=O)OC (centres undefined) | 4.8% | 0.3% | -0.1% | 6.7% | 1.2% | 9.0% | 10.4% | -2.0% | 13.8%
Cn1c(=O)c2c(ncn2CC(=O)N/N=C/c2cn[nH]c2-c2ccc(F)cc2)n(C)c1=O | -2.3% | -0.7% | -1.1% | -14.8% | 0.0% | -9.0% | 9.2% | -1.4% | 2.7%
Cc1c(C(=O)N/N=C/c2ccccc2)sc(=S)n1C | 8.0% | -1.6% | 0.2% | 10.2% | -0.3% | 11.0% | 8.0% | -2.7% | 6.9%
CN1CCN(C2CC(=O)N(c3ccc4c(c3)OCCO4)C2=O)CC1 (centres undefined) | 1.6% | 6.3% | 2.8% | -3.2% | 3.5% | -10.1% | 13.2% | -0.1% | 6.7%
CN(C)C1(CNCC(O)c2ccccc2)CCCCC1 (centres undefined) | -4.2% | 2.0% | 3.1% | 8.0% | 0.7% | 9.1% | 5.1% | 2.2% | 31.1%
C/C(=N/Nc1ccc(F)cc1)c1ccc(Cl)s1 | -1.9% | 5.2% | 2.6% | -1.7% | 2.1%[50 µM] | -13.7% | 4.3% | 3.7% | 9.5%
COc1cc(NC(=O)CN2C(=O)NC(C)(CCC(C)C)C2=O)cc(OC)c1 (centres undefined) | 3.1% | -3.8% | 1.8% | 2.8% | 1.1% | -1.1% | 7.2% | 2.5% | -1.6%
C/C(=N/n1cnnc1)c1cccnc1 | -3.4% | -4.2% | 0.9% | -8.4% | 0.9% | 6.5% | 21.9% | -1.9% | 4.2%
COC(=O)N/N=C1\CCCc2c(C)cc(C)cc21 | -6.1% | 7.4% | 1.5% | 12.0% | 0.0% | -5.0% | 19.4% | -2.1% | 4.2%
C[C@@H](C(=O)Nc1ccc2ccccc2c1)[C@H]1C[C@]1(C)[C@H](NC(=O)c1cnccn1)c1ccccc1 | 0.7% | -1.3% | 7.0% | 14.0% | 2.1% | 3.6% | 5.1% | 3.0% | 5.3%
COc1ccc(C(=O)N(CCc2ccccc2)Cc2ccccc2)c(OC)n1 | -5.2% | 0.7% | 16.7% | -9.3% | 0.0% | 0.3% | 5.7% | 2.0% | 5.9%
CCCCc1ccc(NC(=O)C2CCCO2)cc1 (centres undefined) | 0.0% | 0.2% | 2.6% | -0.7% | 5.2% | -4.4% | 7.4% | 1.8% | 2.9%
CS(=O)(=O)c1ccc(Cl)c(NC(=O)CCCc2nc3ccccc3c(=O)[nH]2)c1 | 6.6% | 1.8% | 3.8% | . | 1.5%[50 µM] | . | 26.1% | . | 1.1%
Cc1ccc(N(CC(=O)NCc2ccccc2)C(=O)CCC(=O)Nc2ccccn2)cc1C | -2.4% | -3.8% | 0.1% | 5.9% | 0.2% | -1.2% | 5.2% | 0.7% | 3.7%
CC(C(=O)N1CCCCCC1)c1ccc([N+](=O)[O-])cc1 (centres undefined) | -5.3% | -6.1% | 1.6% | -12.5% | 0.4% | -6.8% | 12.6% | -0.8% | 7.9%
COC(=O)c1cccc(NC(=O)CCc2c(C)noc2C)c1 | -6.2% | . | 1.8% | . | 0.8%[50 µM] | . | . | . | 3.6%
O=C(OCC(=O)N1CCN(S(=O)(=O)c2ccc(Cl)cc2)CC1)c1cc(Br)ccc1O | -0.7% | 3.2% | 3.4% | . | 1.0%[50 µM] | . | 15.6% | . | 2.0%
COc1cc(NC(=S)N2CCN(c3ccccn3)CC2)cc(OC)c1 | 2.9% | 13.6% | 1.9% | -20.2% | 1.2% | -2.0% | 19.2% | -1.1% | 10.8%
O=C(CCCN1C(=O)c2cccnc2C1=O)Nc1ccc(Br)cc1 | -0.7% | -2.8% | -1.0% | -1.1% | 0.2% | 5.5% | 7.3% | -2.3% | -1.9%
O=C(CSc1nccn1-c1ccc(F)cc1)Nc1ccc2c(c1)OCO2 | 4.7% | -2.2% | 0.8% | -3.5% | 0.1% | -14.6% | 5.0% | -1.9% | 4.8%
Cc1ccc(C)n1CCN1CCN(CC(=O)Nc2cc(C(F)(F)F)ccc2Cl)CC1 | . | 1.1% | . | 2.4% | . | 8.7% | 5.9% | -1.0% | .
CCN(CC)CCOC(=O)C1c2ccccc2Oc2ccccc21 | -8.3% | -7.3% | 2.8% | -8.6% | 0.2% | 15.9% | 5.6% | 1.8% | 8.2%

Single values from the entries so far:
`O=C(CSc1nccn1-c1ccc(F)cc1)Nc1ccc2c(c1)OCO2` in GPR35 arrestin U2OS reads -3.5%
`Cc1ccc(C)n1CCN1CCN(CC(=O)Nc2cc(C(F)(F)F)ccc2Cl)CC1` in PhoP inhibition reads 1.1%

Further records follow.
Molecule | Dengue-2 NS5 capping | PhoP inhibition | RSV CPE inhibition | GPR35 arrestin U2OS | K1F lysis inhibition | GPR55 antagonists | Large T inhibition | HIV fusion peptide | MgcRacGAP inhibition
CC1CCC(NC(=O)COC(=O)c2n[nH]c(=O)c3ccccc23)CC1 (centres undefined) | -2.2% | 5.1% | -1.3% | . | 0.9%[50 µM] | . | 0.2% | . | 13.4%
O=C(N/N=C/c1c(O)n(Cc2ccco2)c(=O)[nH]c1=O)c1ccccc1 | -24.8% | -3.6% | 0.7% | -18.4% | 8.8% | 4.0% | 12.0% | 26.3% | 11.8%
Cc1ccc(-c2nn3nnnc3c3ccccc23)cc1 | 2.2% | -12.8% | 4.9% | 11.1% | 0.9% | -4.0% | 17.4% | 14.4% | 12.7%
CCOC(=O)N1CCN(CC(O)COCc2cc(OC)c(OC)c(OC)c2)CC1 (centres undefined) | 0.7% | 13.8% | 0.5% | 18.3% | 1.7% | 2.8% | 11.7% | -0.5% | -3.5%
COc1cc2ncnc(NCc3cc(F)ccc3F)c2cc1OC | -4.6% | -3.9% | 3.0% | -12.1% | -0.2% | 1.2% | 9.9% | -0.8% | .
CC1CCCC(C)N1CCNC(=O)C1CCN(S(=O)(=O)N2CCCCC2)CC1 (centres undefined) | 0.7% | -7.3% | -0.7% | 10.0% | -0.3% | 5.6% | 2.2% | 3.3% | 7.9%
NS(=O)(=O)c1ccc(NN=C2CCN(Cc3ccccc3)CC2)c([N+](=O)[O-])c1 | -3.7% | 7.8% | -1.1% | -19.0% | 0.7% | 5.7% | -1.6% | -3.4% | 8.9%
O=C(CCn1c(=O)[nH]c2ccccc2c1=O)Nc1ccccc1 | -3.3% | 4.1% | -0.5% | 10.6% | 0.0% | 8.7% | 6.6% | 4.5% | -0.3%
Cn1cnnc1SCC(=O)Nc1cc(C(F)(F)F)ccc1N1CCOCC1 | -1.5% | 7.8% | 0.6% | -3.3% | -0.3% | -3.8% | 7.9% | -1.6% | 4.5%
CC(C)CC(=O)N1CCC(N(CCc2ccccc2)Cc2ccccc2)CC1 | . | 7.9% | 1.6% | 13.3% | 2.8% | 6.3% | 19.0% | -0.3% | 24.1%
CCOC(=O)c1sc(NC(=O)CSc2nnc(C(C)C)n2C)nc1C | -4.8% | 10.1% | 1.5% | 5.8% | -0.3% | 7.4% | 4.5% | -2.0% | 0.5%
Cc1cc(C)n(C(=O)c2ccc(Cl)c(F)c2F)n1 | -5.3% | -6.1% | 2.7% | 7.1% | -0.9% | -10.0% | -1.6% | -0.2% | 3.2%
O=C(NCCCN1CCOCC1)c1ccc(Cl)cc1[N+](=O)[O-] | -2.4% | . | 1.1% | 28.1% | 0.3% | 8.0% | . | -0.4% | 2.5%
Cc1csc(NC(=O)c2sccc2C)n1 | -3.9% | -4.3% | 1.4% | -4.8% | 0.9% | 2.2% | 3.6% | -1.6% | 4.2%
O=C1CCN(Cc2ccccc2)S(=O)(=O)c2ccc(F)cc21 | -12.0% | . | 0.2% | . | 0.4% | . | . | . | 4.4%
O=C(O)CSc1nnc(COc2cccc3cccnc23)n1-c1ccc(Cl)cc1 | -1.5% | -0.7% | -0.3% | -4.7% | -0.8% | 3.1% | 4.5% | 0.7% | 7.9%
O=C(CCn1cccc1)NCc1ccc2c(c1)OCO2 | -2.2% | -1.5% | -0.1% | 8.9% | -0.1% | 1.7% | 1.6% | 0.2% | 1.9%
Cc1ccc(NC(=O)CN(C)C(=O)C2CC(=O)N(Cc3ccccc3)C2)cc1 (centres undefined) | -2.6% | 3.9% | ? | -7.0% | 0.3%[50 µM] | -0.8% | 27.9% | 1.2% | -0.5%
COCCCNC(=O)CN(CCc1ccccc1)S(=O)(=O)c1ccc(OC)cc1 | -0.7% | -8.1% | -1.8% | -8.0% | -0.6% | 18.5% | 15.0% | 0.6% | 9.4%
COC(=O)Nc1ccc(Cn2cc(C(F)(F)F)ccc2=O)cc1 | . | 8.5% | -2.5% | 4.3% | . | 9.4% | 8.4% | -0.5% | .
Cn1cc(C(=O)N/N=C/C=C/c2ccccc2)ccc1=O | -7.4% | 2.6% | 0.8% | 14.0% | 1.3% | 7.1% | 25.0% | -1.3% | 9.5%
CCOC(=O)CNC(=O)C(Cc1ccccc1)NS(=O)(=O)c1ccc2c(c1)CCC(=O)N2 (centres undefined) | -3.2% | . | 0.4% | . | 1.8% | . | . | . | 12.4%
COc1cc(CNCc2ccccn2)ccc1OCc1ccc(Cl)cc1Cl | -15.9% | 15.7% | -4.5% | 19.1% | -0.6% | 21.5% | 8.3% | -3.9% | -4.1%
O=C(Cc1ccc(Br)cc1)Nc1ccccc1Sc1ccccc1 | -1.0% | -1.9% | 5.4% | 15.0% | 1.4% | -3.3% | 2.1% | -4.9% | 2.3%
O=C(CC1CCCC1)NNC(=O)c1ccc(Br)cc1 | -0.7% | . | 0.9% | . | 0.5%[50 µM] | . | . | . | 10.1%
Cc1ccc(CN2CCN(CC(=O)NCc3ccccc3)CC2)cc1 | -6.2% | -1.6% | 0.0% | -5.0% | -1.0% | -2.5% | 10.2% | -0.1% | -6.5%

Screening results: PubChem BioAssay, several laboratories
